Source: PubChem
GPR55 activation = selective activators of receptor GPR55 – imaging, U2OS cells, beta-arrestin-GFP redistribution, primary screen (AID 1961) | U2OS GPR55 beta-arrestin-GFP redistribution imaging; higher % means a stronger effect | activation, % at 10 µM, or EC50 in µM where a hit was titrated | 0.048% of 290,000 active;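 active means activation above 40% with more than 50 cells counted in the well; inconclusive means wells holding fewer than 50 cells, flagged as toxic or sparse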;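 further: U2OS osteosarcoma cells stably expressing GPR55 and beta-arrestin-GFP; plate controls were DMSO negative control for no effect and LPI positive control for full effect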
M17LAP inhibition = P. falciparum M17LAP inhibitors, primary screen, biochemical, fluorogenic H-Leu-NHMec substrate, 1536-well (AID 1619). inhibition, % at 30 µM; hits with a dose series show IC50 in µM. recombinant M17LAP, H-Leu-NHMec fluorogenic kinetic assay; higher % means a stronger effect. 0.38% of 220,000 active;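 active means compound inhibiting the enzyme by more than half at any dose during confirmatory dose-response retesting; inconclusive means strong single-dose inhibitors picked by rank but not retested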;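 further: plate controls were full reaction with DMSO carrier for no effect and no enzyme background for full effect; strong numbers were not always called active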
NOD2 inhibition = inhibition of NOD2-driven NF-kB reporter – cell-based, luminescence, uHTS, HEK293 (AID 1566). inhibition, % at 4 µM; hits with a dose series show EC50 in µM. HEK293 NOD2/NF-kB luciferase reporter, luminescence; higher % means a stronger effect. 0.63% of 290,000 active; further: many of its hits are not listed in these tables
Dynein transport = dynein cargo transport inhibition; 3617.4 mouse cells, GR-EGFP nuclear translocation imaging; test concentration mostly 20 µM; stimulated with dexamethasone, 1 µM; hits give low values; z-score, hits read low; 0.47% of 220,000 active;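 active means plate z-score of nuclear minus cytoplasmic receptor signal below a set negative limit, without overly bright fluorescence or cell loss, cut at about -3.5 in these data, passing the limit was not always enough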;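 further: z-score of nuclear minus cytoplasmic ring GR-EGFP intensity difference per well; some compounds called inactive have numbers as strong as hits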
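Buffer or medium: Induction medium lacking tetracycline, stripped serum | Also added: Dexamethasone agonist, 1.0 µM final, for 30 min | Timing: 48 h induction, 1 h compound, 30 min dex at 37 °C | Detection: Formaldehyde fixation, Hoechst nuclear stain, 10x automated fluorescence imaging | Measure: Nuclear versus cytoplasmic GR-EGFP signal, averaged per well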
KOR beta-arrestin-1 = kappa opioid receptor activators – cell-based, luminescence, uHTS, primary screen (AID 1777); one-dose activation, % at 10 µM; EC50 in µM for titrated hits; KOR beta-arrestin recruitment, luminescence; higher % means a stronger effect; 0.02% of 280,000 active; in the data active means activation above about 50%, passing the limit was not always enough; further: a part of the inactive calls stands beside numbers as strong as those of hits
AID2073 = disruptors of CaV2.2 binding to Mint1 – biochemical, HTRF (AID 2073). one-dose inhibition, % at 20 µM; IC50 in µM for titrated hits. 0.19% of 290,000 active. HTRF protein-protein interaction, Mint1-CaV2.2; higher % means a stronger effect; in the data active means inhibition mostly above about 51%, no sharp cut-off; inconclusive means no clear call, values can overlap the other calls; inactive means mostly below about 53%; further: some results filed as inactive read as strong as hits
P. falciparum M1AAP = malaria alanyl aminopeptidase activity blockers – biochemical, fluorogenic H-Leu-NHMec substrate, 1536-well (AID 1445); recombinant M1AAP, H-Leu-NHMec fluorogenic kinetic assay; higher % means a stronger effect; inhibition, % at 30 µM; hits with a dose series show IC50 in µM; 0.42% of 220,000 active;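 active means primary inhibition above the hit cutoff, then over 50% inhibition at one or more dose response concentrations, cut at about 23% in these data, passing the limit was not always enough; inconclusive means conflicting primary data, or primary hits not chosen for dose response; inactive means low primary inhibition, or under 50% at every dose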;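 further: plate controls were DMSO full reaction for no effect and no enzyme background for full effect; strong numbers were not always called active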
KOR beta-arrestin-2 = KOR antagonists, beta-arrestin recruitment, cell-based, luminescence, uHTS (AID 1778); KOR beta-arrestin recruitment, luminescence, antagonist mode; higher % means a stronger effect; inhibition, % at 10 µM; hits with a dose series show IC50 in µM; 0.091% of 290,000 active; further: strong numbers were not always called active
NOD1 NF-kB reporter = inhibition of NOD1-driven NF-kB reporter – cell-based, luminescence, uHTS, primary screen (AID 1578) | NOD1-driven NF-kB luciferase reporter cells, luminescence; higher % means a stronger effect | inhibition, % at 4 µM; hits with a dose series show EC50 in µM | 1% of 290,000 active; in the data active means inhibition mostly above about 36%, no sharp cut-off; inactive means mostly below about 34%;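 further: HEK-293T reporter cells stimulated with the NOD1 agonist gamma-tri-DAP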
Dynein transport cytoplasmic EGFP = also measured in Dynein transport; calls as there; z-score; measured here: cytoplasmic GR-EGFP intensity; hits give high values
Dynein transport nuclear GR-EGFP = also measured in Dynein transport; calls as there; z-score; measured here: nuclear GR-EGFP intensity;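 lower value marks the stronger effect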
Dynein transport cell count = recorded beside Dynein transport, whose call it bears; z-score; measured here: cell count per field
Starred values were filed as active, the others as inactive; ? = inconclusive; . = not tested or not shown; [ ] = dose if it differs, or a comment. Unless noted, no stated cut-off is given here; in the data, active means inhibition above about 50%; inactive means the rest. Not all compounds are listed (hit frequency here may not be typical).

SMILES	GPR55 activation	M17LAP inhibition	NOD2 inhibition	Dynein transport	Dynein transport cytoplasmic EGFP	Dynein transport nuclear GR-EGFP	Dynein transport cell count	KOR beta-arrestin-1	AID2073	P. falciparum M1AAP	KOR beta-arrestin-2	NOD1 NF-kB reporter
Cc1c(C(=O)c2ccc(N(C)C)cc2)c2ccccn2c1CCC#N	1.0%	4%	1%	0.98	-0.12	0.29	-1.2	-3.2%	7%	13%	0%	-3%
C#Cc1ccc([C@H]2C=C(C(=O)NC3CC3)O[C@@H](OCC)[C@@H]2CCCO)cc1	-0.2%	1%	4%	0.018	-0.27	0.31	-0.012	.	-3%	3%	-5%	-12%
O=C(CNC(=O)N1CC(=O)Nc2ccccc21)NCc1cccc(Cl)c1	-0.1%	.	11%	.	.	.	.	1.8%	-2%	.	8%	-8%
O=C(CSc1nnc(CNC(=O)c2c(F)cccc2Cl)o1)Nc1ccc2c(c1)OCCO2	-0.1%	8%	-1%	-0.5	-0.052	0.37	0.66	0.5%	-7%	-1%	-23%	-22%
CCOC(CCn1c(SCC(=O)NC2CCCC2)nc2ccccc2c1=O)OCC	-0.2%	.	10%	.	.	.	.	-3.7%	28%	.	32%	5%
Cc1ccc(SCc2ccc(C(=O)Nc3cc([N+](=O)[O-])ccc3C)cc2)cc1	-0.1%	3%	-16%	0.19	-0.21	0.58	0.73	6.9%	14%	2%	-13%	56%
CCOc1cccc2sc(NC(=O)c3ccc(Br)s3)nc12	-0.2%	3%	21%	1.1	-0.2	0.95	-0.39	2.7%	22%	2%	4%	-30%
COc1ccc(S(=O)(=O)n2c([N+](=O)[O-])cnc2C)cc1OC	0.2%	.	3%	.	.	.	.	-1.2%	10%	.	36%	-2%
CC1CCCC(C)N1c1ccc(S(=O)(=O)N2CCOCC2)cc1Cl (centres undefined)	-0.2%	.	3%	.	.	.	.	-1.8%	-5%	.	-8%	-11%
O=c1cc(O)c(-c2cccc(C(F)(F)F)c2)c(Cl)[nH]1	-0.5%	18%	12%	1.8	-0.23	0.91	-0.61	-2.7%	-8%	1%	9%	-16%
Cc1ccc(S(=O)(=O)NCCCCCC(=O)Nc2ccccn2)cc1	-0.1%	11%	-9%	-0.36	-0.35	-0.066	0.96	0.3%	7%	3%	-19%	-24%
NNC(=O)c1csc(CS(=O)(=O)c2ccc(Cl)cc2)n1	0.8%	-6%	0%	0.69	-0.26	0.44	-1.1	1.6%	0%	0%	-10%	6%
O=C(OCc1cccc([N+](=O)[O-])c1)c1cccnc1Cl	-0.1%	.	-2%	.	.	.	.	7.6%	7%	.	-7%	52%
COc1ccc(Cc2nc3ccc(C(=O)NCc4ncc(C)[nH]4)cc3o2)cc1OC	-0.1%	.	19%	.	.	.	.	5.0%	6%	.	-30%	20%
CCc1cccc(NS(=O)(=O)c2ccc(-n3cccn3)cc2)c1	0.1%	.	42%	.	.	.	.	-1.3%	11%	.	-10%	-21%
COc1ccc(-c2noc(=O)n2Cc2ccc(C#N)cc2)cc1	0.2%	.	22%	.	.	.	.	-1.9%	10%	.	-41%[20 µM]	11%
COc1ccc(OC)c(/C=N/NC(=O)CC(=O)NCc2ccccc2)c1	1.0%	-84%	9%	1.1	-0.27	0.67	-1	-3.8%	29%	4%	-21%	-38%
COc1cccc(N2CCN(C(=O)c3cc4c(OC)c(OC)c(OC)cc4[nH]3)CC2)c1	-0.1%	.	32%	.	.	.	.	-1.4%	14%	.	-2%	-2%
CC(C)NC(=O)c1cc2c(-c3ccc(Cl)cc3)nn(C)c2s1	-0.1%	-2%	-12%	3	-0.2	2	-0.41	3.8%	13%	10%	-22%	-9%
CCN(CC)c1ccc(NC(=O)Cn2cc3c(n2)CCC(C)C3)c(C)c1 (centres undefined)	-0.3%	6.4µM*	-9%	1.6	-0.2	0.86	-0.16	-2.0%	-46%	9%	-18%	7%
CNc1nc2ccccc2n1N	0.2%	-4%	8%	-0.57	0.67	-0.52	0.079	-3.5%	4%	2%	18%	47%
COc1ccc(OC)c(S(=O)(=O)N/N=C(/C)c2c[nH]c3ccccc23)c1	0.2%	.	13%	.	.	.	.	1.2%	5%	.	-12%	-9%
Cc1ccc(-c2cc3cccc[n+]3cc2-c2ccc(C)cc2)cc1	0.4%	-36%	42%	0.52	-0.27	0.24	-0.77	8.9%	16%	4%	-42%	52%
CN1CC2(C(=O)c3ccccc3)CN(C)CC(C(=O)c3ccccc3)(C1)C2	0.3%	-9%	-2%	0.2	-0.24	0.28	-0.036	4.0%	-1%	5%	-26%	-5%
Cc1cc(C)n(CCOc2ccc(Cl)cc2Cl)n1	-0.1%	0%	-6%	1.6	-0.2	0.74	-1.5	-0.1%	-1%	-1%	-10%	-2%

Next section
SMILES	GPR55 activation	M17LAP inhibition	NOD2 inhibition	Dynein transport	Dynein transport cytoplasmic EGFP	Dynein transport nuclear GR-EGFP	Dynein transport cell count	KOR beta-arrestin-1	AID2073	P. falciparum M1AAP	KOR beta-arrestin-2	NOD1 NF-kB reporter
CCOc1ccc(Cl)cc1S(=O)(=O)NCc1ccccn1	0.1%	-3%	10%	0.89	-0.28	0.83	0.54	-3.2%	-5%	-2%	-9%	-39%
N/C(=N\OC(=O)c1ccc(OCC(F)(F)F)nc1)c1ccc(Cl)cc1	0.2%	-1%	7%	-0.95	-0.25	-0.42	0.25	-0.9%	17%	3%	0%	-6%
O=C(CN1C(=O)CSc2ccc(S(=O)(=O)N3CCOCC3)cc21)NCCCN1CCCCC1	0.3%	.	14%	.	.	.	.	-0.2%	14%	.	-29%	-15%
O=C(/C=N\O)NCCCNCc1ccccc1	-0.3%	-7%	16%	-0.034	-0.039	0.28	-0.19	.	10%	-9%	-31%	-8%
N#C/C(=C(/O)CCl)c1nc2ccccc2[nH]1	-0.6%	12%	-10%	2.6	0.37	2.6	-2.7	-3.1%	38%	-2%	34%	33%
COCCN1C=C(C(=O)OC)C(c2cc(Br)c(OC)c(OC)c2)C(C(=O)OC)=C1	0.5%	-148%	-4%	-0.65	0.25	-0.25	0.9	0.0%	15%	?	-86%	33%
Cn1ncc([N+](=O)[O-])c1C(=O)Nc1ccc(-c2nc3ccccc3o2)cc1	-0.4%	16%	14%	0.3	-0.23	-0.25	0.67	-0.4%	0%	0%	-5%	-24%
O=C(c1ccoc1)N1CCCC(Nc2ccc(F)c(F)c2)C1 (centres undefined)	-0.1%	.	6%	.	.	.	.	1.1%	5%	.	-17%	2%
CCc1ccc(C(=O)NCc2ccc(Cl)cc2)cc1	0.4%	6%	-20%	0.99	-0.21	0.63	-1.3	1.8%	28%	7%	-6%	-31%
CS(=O)(=O)c1nsc2nc(=O)c(/C=C3\C=Nc4ccccc43)c(N)n12	0.0%	45%	10%	-0.02	-0.26	-0.36	1.3	-5.5%	7%	?	-16%	-23%
Cc1cc(C(=O)N/N=C/c2c[nH]c3ccccc23)cs1	-0.5%	6%	-20%	2.1	-0.12	2.3	-1.7	0.5%	-6%	14%	22%	-3%
O=C(COC(=O)/C=C/c1ccc(S(=O)(=O)N2CCOCC2)cc1)NC1CCCCCCC1	-1.2%	0%	27%	-0.16	-0.32	0.038	0.44	2.3%	1%	-3%	7%	-12%
Cc1nn(CC(=O)NCc2cccnc2)c(=O)c2ccccc12	-0.1%	2%	8%	-0.75	-0.23	-0.23	-0.081	-2.2%	1%	4%	4%	13%
CCOc1ccc(C(=O)Nc2ccncc2)cc1	1.1%	13%	18%	-0.64	-0.18	-0.1	0.59	-0.5%	-5%	4%	40%	7%
COc1ccccc1N1CCN(C(=O)C2CCN(S(=O)(=O)c3ccccc3)CC2)CC1	-0.1%	7%	-10%	0.75	-0.3	0.58	-0.52	1.8%	1%	-1%	-28%	-30%
CCN(CC(=O)Nc1ccccc1C(=O)OC)S(=O)(=O)c1ccc(OC)cc1	0.5%	-3%	-13%	-0.96	-0.24	-0.37	0.85	1.8%	-9%	18%	-7%	-19%
NC(=O)CC(NC(=O)c1ccccc1)c1ccc(N2CCC(Br)CC2)c([N+](=O)[O-])c1 (centres undefined)	-0.1%	5%	22%	1.6	-0.7	0.7	-0.44	-4.3%	8%	4%	30%	5%
Cc1cc(C(=O)Nc2ccc(C(=O)O)cc2)c(-c2ccccc2)o1	-0.1%	-8%	5%	0.46	0.049	0.53	-0.44	-4.1%	19%	3%	13%	-8%
CC1(C)C([N+](=O)[O-])C(c2ccc(O)cc2)NC(c2ccc(O)cc2)C1[N+](=O)[O-] (centres undefined)	1.0%	-10%	23%	-0.68	-0.23	-0.71	0.64	0.2%	-3%	5%	5%	-22%
COc1ccc(/C=C/C(=O)N2CCOCC2)cc1OC	0.3%	.	13%	.	.	.	.	1.8%	8%	.	-16%	-15%
CC(C)C(NS(=O)(=O)c1ccc(Br)s1)C(=O)O (centres undefined)	0.1%	2%	0%	0.42	-0.29	0.22	-0.49	-3.5%	3%	1%	-4%	-27%
Cc1cccc(C(=O)N(Cc2ccc(C)o2)C2CCS(=O)(=O)C2)c1 (centres undefined)	-0.1%	.	-6%	.	.	.	.	-0.6%	8%	.	5%	-28%
Cc1ccccc1C(=O)NC1CCN(Cc2nnnn2Cc2ccccc2)CC1	-0.1%	3%	-6%	-0.094	-0.047	0.12	-0.77	-0.5%	-4%	0%	-94%	12%
COc1ccc(N(C(=O)COc2ccccc2)C2C=CS(=O)(=O)C2)cc1 (centres undefined)	-0.1%	2%	5%	-0.34	-0.14	0.35	0.29	-3.2%	2%	3%	-10%	-31%
COc1cc(OC)c(OC)cc1CN1CCCC(C(=O)N2CCCC2)C1 (centres undefined)	0.0%	.	-7%	.	.	.	.	-1.1%	8%	.	10%	0%
O=c1cc(-c2ccccc2Cl)c2c([nH]1)CCC2	-0.4%	8%	-2%	0.19	-0.19	0.29	-0.013	-0.5%	10%	6%	2%	-13%
CCN(CC)CCCNC(=O)Cn1cnc2sc(C)c(S(=O)(=O)N3CCC(C)CC3)c2c1=O	-0.2%	.	17%	.	.	.	.	5.4%	-4%	.	-48%	-9%
